# Screening results from PubChem BioAssay.
# GALK inh = qHTS Assay for Inhibitors of Human Galactokinase (GALK) | AID 1868, 2009 | Potency, µM (series often up to 57.5 µM), for inactives: top-dose activity change, negative = inhibition, hits mostly inhibitors | Purified GALK, Kinase-Glo residual ATP luminescence | 270,000 tested, 0.007% active; note: potency is the fitted concentration of half-maximal effect; % is set by controls: 0 for no effect and ±100 for the full control effect
# Target sequence (P51570 whole entry, looked up): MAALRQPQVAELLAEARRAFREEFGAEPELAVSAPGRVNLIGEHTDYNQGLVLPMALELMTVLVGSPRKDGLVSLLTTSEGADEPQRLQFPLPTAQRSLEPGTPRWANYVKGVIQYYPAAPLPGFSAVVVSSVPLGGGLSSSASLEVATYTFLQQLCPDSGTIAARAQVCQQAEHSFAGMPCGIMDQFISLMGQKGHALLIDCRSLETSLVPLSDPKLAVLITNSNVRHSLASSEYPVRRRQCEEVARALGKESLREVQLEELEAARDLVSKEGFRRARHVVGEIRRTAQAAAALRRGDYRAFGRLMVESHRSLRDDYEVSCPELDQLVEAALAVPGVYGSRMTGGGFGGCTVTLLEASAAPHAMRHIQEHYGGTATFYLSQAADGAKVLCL
#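 GALK at 5 nM final was combined with compound, 35 uM ATP and 100 uM galactose in HEPES pH8.0 with MgCl2 and DTT. The reaction ran one hour at room temperature before luminescent ATP detection.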
# TSHR antagonist = Antagonists of the Thyroid Stimulating Hormone Receptor: HTS campaign. Thyrotropin receptor (Homo sapiens), P16473. activity change, negative = inhibition, % at 11.5 µM. TSHR-expressing cells, TSH-stimulated cAMP HTRF, 2 h; hits give low values. 330,000 tested, 0.2% active;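 active = activity change below a set negative limit, meaning inhibition stronger than a set level, cut at about -70% in these data; inconclusive = activity change between two set negative limits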; note: % is set by controls: 0 for no effect and ±100 for the full control effect
#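 TSHR-expressing cells were treated with compounds, then stimulated with TSH at EC80 (4nM final) for 2 hours at 37 deg C. Cellular cAMP was measured by HTRF competition between lysate cAMP and cAMP-d2 for a cryptate-labelled anti-cAMP antibody.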
# Menin-MLL TR inh = qHTS Assay for Inhibitors Targeting the Menin-MLL Interaction in MLL Related Leukemias: Competition With Texas Red Labeled MLL-derived Mutant Peptide | Menin + Texas Red MLL mutant peptide, fluorescence polarization | Potency, µM (top dose mostly 61.6 µM), without a hit: at the highest dose FP activity change, negative = inhibition, actives largely listed as inhibitors | 270,000 tested, 0.23% active | AID 1768, 2009; active = well fitted inhibition curve with a large enough effect in the polarisation, with a control signal flat, not every such curve was filed as active; inconclusive = small, poorly fitted or top-dose-only effect, or effect the other way, or a change in a side signal; inactive = no such curve, though single readings can be large or run the other way; the % refers to the polarisation; note: potency is the fitted concentration of half-maximal effect; % of control where 0% means no effect; many of its hits are not listed in these tables
# KCNH2 WT inh = qHTS for Inhibitors of KCHN2 3.1: Wildtype qHTS | 340,000 tested, 0.37% active | U2OS, BacMam KCNH2, thallium flux FluxOr; hits give low values | AID 720551, 2013 | Voltage-gated inwardly rectifying potassium channel KCNH2 (Homo sapiens), Q12809 | activity change, % at 1.84 µM;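 active = maximum activity change below -70%; inconclusive = maximum activity change between -70% and -50%; inactive = maximum activity change above -50%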; note: % is set by controls: 0 for no effect and ±100 for the full control effect
#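 U2OS cells transduced with wild-type KCNH2 virus are loaded with FluxOr dye for 45 min, and thallium flux is measured in kinetic reads before and after stimulation buffer. Rate constants are normalized to DMSO controls.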
# Mito fusion yeast = qHTS Assay for Small Molecule Inhibitors of Mitochondrial Division or Activators of Mitochondrial Fusion | Potency, µM (series often up to 46.1 µM), for inactives: at the top dose growth rescue (activation), hits mostly activators | S. cerevisiae fusion-defective mutant growth rescue, CellTiterGlo 48 h | 320,000 tested, 0.23% active;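 note: potency is the fitted concentration of half-maximal effect; % of control where 0% means no effect; nearly all actives have a fitted effect of over 45% in size; temperature-sensitive fusion mutants such as fzo1-1 at 37 °C on non-fermentable ethanol glycerol medium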
#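 S. cerevisiae fusion-defective temperature-sensitive mutants (e.g. fzo1-1, mgm1-5) grown 48 h at 37C in YPEG (ethanol/glycerol non-fermentable) medium with 23 nl compound per well; growth rescue read as CellTiterGlo luminescence.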
# MBNL1-CUG inh = qHTS Assay for Inhibitors of MBNL1-poly(CUG) RNA binding; TR-FRET MBNL1-His/biotin-(CUG)12 binding, 665/545 ratio; Potency, µM (top dose mostly 57.5 µM), for inactives: at the top dose activity change, negative = inhibition, hits mostly inhibitors; 280,000 tested, 0.036% active; AID 2675, 2010; active = well fitted inhibition curve with a large enough effect in the signal ratio, with a control signal flat, not every such curve was filed as active; inconclusive = small, poorly fitted or top-dose-only effect, or effect the other way, or a change in a side signal; inactive = no such curve, though single readings can be large or run the other way; the % refers to the signal ratio; note: potency is the fitted concentration of half-maximal effect; % is set by controls: 0 for no effect and ±100 for the full control effect
#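 His-tagged MBNL1 binding to biotinylated (CUG)12 RNA was measured by TR-FRET using terbium anti-His antibody (0.055 ng/ul final) and streptavidin-XL665 (5 nM final). Compounds were titrated 92 nM to 58 uM; 60 min at room temperature.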
# Eya2 inh = qHTS Assay for Inhibitors of the Phosphatase Activity of Eya2. Protein phosphatase EYA2 (Homo sapiens), O00167. recombinant Eya2, OMFP fluorescence dephosphorylation (OMFP is methylfluorescein phosphate). Potency, µM (top dose mostly 76.9 µM), without a hit: at the top dose activity, negative = inhibition, usual class: inhibitors. 330,000 tested, 0.006% active; note: potency is the fitted concentration of half-maximal effect; % is set by controls: 0 for no effect and ±100 for the full control effect
#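 Eya2 protein (added as 0.2 uM solution) was preincubated with compound for 10 min at ambient temperature in 50 mM HEPES pH 7.5, 50 mM NaCl, 5 uM MgCl2, 0.05% BSA, 1 mM DTT. OMFP (added at 50 uM) then reacted 10 min; fluorescence read at 485/525 nm.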
# BCR signal inh = qHTS Assay to Find Inhibitors of Chronic Active B-Cell Receptor Signaling; ABC-DLBCL IkBa-CBG/CBR reporter, luminescence ratio, 4 h; Potency, µM (highest dose often 46.1 µM), for inactives: top-dose ratio change, negative = lower green/red ratio, usual class: inhibitors; 340,000 tested, 0.05% active; active = well fitted inhibition curve with a large enough effect in the signal ratio, with a control signal flat, not every such curve was filed as active; inconclusive = small, poorly fitted or top-dose-only effect, or effect the other way, or a change in a side signal; the % refers to the signal ratio;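 note: potency is the fitted concentration of half-maximal effect; plate controls were basal doxycycline-induced cells for no effect and cells given 10 µM MG132 for full effect; MG132 reads +100%, hits lower the ratio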
#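 TMD8 ABC-DLBCL cells carrying doxycycline-inducible green luciferase fused to IkappaBalpha plus unfused red luciferase were exposed to compounds (up to 46 uM) for 4 hrs at 37C. Activity came from the overlap-corrected green/red luminescence ratio.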
# S-ASM inh = Inhibitors of Secretory Acid Sphingomyelinase (S-ASM): qHTS; Sphingomyelin phosphodiesterase (Homo sapiens), P17405; placental ASM, HMU-PC fluorogenic substrate, 60 min; Potency, µM (top dose mostly 57.5 µM), without a hit: at the top dose activity change, negative = inhibition, most hits filed as inhibitors; 340,000 tested, 0.006% active; note: potency is the fitted concentration of half-maximal effect
#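 Steps: dispense placental human ASM, pin compound, wait 10 min at room temperature, add HMU-PC0 substrate at 9 uM final, incubate 60 min at 37 °C, add stop solution raising pH to 10, read fluorescence.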
# USP2a block = qHTS Assay for Inhibitors of Ubiquitin-specific Protease USP2a Using CHOP2 as the Reporter. Ubiquitin carboxyl-terminal hydrolase 2 (Homo sapiens), O75604. USP2 core, Ub-CHOP2 coupled fluorogenic reporter, 485/531. Potency, µM (series often up to 38.3 µM), for inactives: at the highest dose activity change, negative = inhibition, usual class: inhibitors. 330,000 tested, 0.01% active. AID 463254, 2010;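 note: potency is the fitted concentration of half-maximal effect; plate controls were DMSO wells for no effect and full inhibition by NEM control for full effect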
# Target sequence (O75604 whole entry, looked up): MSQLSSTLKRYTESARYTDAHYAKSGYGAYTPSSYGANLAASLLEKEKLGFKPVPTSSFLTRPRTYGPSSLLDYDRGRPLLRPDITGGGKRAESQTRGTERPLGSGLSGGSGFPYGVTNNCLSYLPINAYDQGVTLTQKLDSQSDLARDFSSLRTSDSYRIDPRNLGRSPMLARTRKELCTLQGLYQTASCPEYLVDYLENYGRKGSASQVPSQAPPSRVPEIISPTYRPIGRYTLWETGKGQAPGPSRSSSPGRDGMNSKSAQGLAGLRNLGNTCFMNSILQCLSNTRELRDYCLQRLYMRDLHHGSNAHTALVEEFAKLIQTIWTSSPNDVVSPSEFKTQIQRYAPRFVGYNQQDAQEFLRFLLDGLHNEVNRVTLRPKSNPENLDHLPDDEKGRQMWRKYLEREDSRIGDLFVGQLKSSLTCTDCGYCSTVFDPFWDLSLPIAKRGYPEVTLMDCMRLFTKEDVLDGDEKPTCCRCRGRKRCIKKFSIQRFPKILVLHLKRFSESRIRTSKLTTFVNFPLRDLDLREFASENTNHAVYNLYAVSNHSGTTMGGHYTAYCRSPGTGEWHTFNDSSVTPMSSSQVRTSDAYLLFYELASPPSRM
#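 USP2 core (10nM final) preincubated 30min RT with compound in 20mM Tris-HCl pH 8.0, 2mM CaCl2, 2mM beta-mercaptoethanol, 0.05% CHAPS; 25nM Ub-CHOP2 plus 25nM reporter substrate added, fluorescence (Ex485/Em531) read after 60min.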
# PKM2 activator = qHTS Assay for Activators of Human Muscle isoform 2 Pyruvate Kinase. purified PKM2, Kinase-Glo ATP luminescence, activation; response scale: 0% is enzyme alone, no compound. Potency, µM (titrated, usually from 57.5 µM), for inactives: at the highest dose activation, usual class: activators. 260,000 tested, 0.34% active. AID 1631, 2009; note: potency is the fitted concentration of half-maximal effect; % is set by controls: 0 for no effect and ±100 for the full control effect; nearly all actives have a fitted effect of over 55% in size
#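 ATP formation by purified human PK-M2, quantified via coupled luciferase luminescence after 1 h at room temperature with 0.1 mM ADP and 0.5 mM PEP final.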
# The depositor's hits bear a star; i = inactive; ? = inconclusive; · = not tested or not shown; [ ] = dose if it differs, or a comment. Unless noted, calls come from the whole dose curve; as a rule, active = well fitted curve in the direction sought with a large enough effect; inconclusive = small, poorly fitted or top-dose-only effect, or another doubt; inactive = no such curve, though single readings can be large; an effect the other way counts as inactive or inconclusive.
SMILES,GALK inh,TSHR antagonist,Menin-MLL TR inh,KCNH2 WT inh,Mito fusion yeast,MBNL1-CUG inh,Eya2 inh,BCR signal inh,S-ASM inh,USP2a block,PKM2 activator
COc1cc(OC)cc(N2CCN(S(=O)(=O)c3ccc(-n4cnnn4)cc3)CC2)c1,6%,3,20%,3,1%,-1%,1%,7%,-1%,2%,3%[0.46 µM]
CC(OC(=O)c1ccncc1)C(=O)Nc1cccc(Cl)c1 (stereo not drawn),1%,3,11%,23,0%,-10%,0%,-4%,2%,1%,2%
CCC(=O)c1ccc(OCC(O)CN2CCN(c3ccc(F)cc3)CC2)cc1 (stereo not drawn),-2%,-10,-21%,7,-2%,4%,2%,-6%,-2%,1%,0%
CC(=O)c1c(C)nc(-c2ccccc2)nc1N,0%,-13,14%,-10,-3%,-19%,-2%,?,1%,2%,4%
CCOc1c2ccoc2nc2c(OC)c(OC)ccc12,2%,-1,?,-19,4%,?,3%,-23%,14%,-3%,4%
Cc1ccc(OCc2cc(C(=O)N(C)Cc3cnn(-c4ccccc4C)c3)no2)cn1,-1%,-19,·,-10,-1%,-5%,-3%,-1%,·,-3%,-1%
O=C(Nc1ccc2c(c1)OCCO2)c1cc(-c2ccccn2)nc2ccc(Br)cc12,3%,6,26%,2,7%,34%[activator],14%,-4%,7%,1%,10%
Cc1ccc(S(=O)(=O)NCC(=O)NCC(=O)OCc2c(F)cccc2Cl)cc1,-1%,-16,11%,7,4%,?,6%,?,11%,6%,35µM*
C/C=C\C=C\C(=O)N1CC2(CC(c3cccc(NC(=O)CC(c4ccccc4)c4ccccc4)c3)=NO2)C[C@H]1C(N)=O (stereo partly drawn),4%,0,·,-3,-15%,0%,-2%,1%,-15%,2%,?
Cc1sc2ncnc(Nc3ccc(O)cc3)c2c1C,2%,3,·,-2,0%,·,0%,?,3%,0%,1%
COCCCNC(=O)c1cc(C(=O)Cc2ccccc2)c[nH]1,-2%,7,2%,5,29%,-2%,3%,2%,-1%,12%,4%
Cc1ccc(-c2[nH]nc(N)c2N=Nc2cccc(Cl)c2C)cc1,1%,3,?,-8,5%,-5%,-4%,?,-24%,-9%,-7%
CCC(/C=N/NC(=O)CCCCC(=O)N/N=C/C(CC)CC)CC,0%,7,-6%,i,-5%,1%,-4%,-10%,4%,-1%,-7%
COc1cccc(C2=NN(C(C)=O)C(c3cccs3)C2)c1 (stereo not drawn),1%,3,-24%,-5,-1%,11%,-3%,-18%,-5%,2%,·
COc1ccc(C(=O)COC(=O)c2ccc([N+](=O)[O-])s2)cc1OC,·,4,·,-10,-8%,·,?,2%,1%,3%,·
CCCOc1ccc(CSCCNC(=S)Nc2ccccc2)cc1,·,-12,5%,-3,2%,-10%,-1%,2%,-8%,3%,1%
O=C(c1ccc2c(c1)OCO2)N1CCC2(CC1)Oc1ccc(F)cc1C(=O)C21CC(c2ccccc2)=NO1 (stereo not drawn),4%,1,·,0,-6%,-7%,5%,11%,-5%,3%,-4%
Cc1c(Cl)cccc1NC(=O)CSc1nnnn1C,·,6,·,-2,·,·,5%,-1%,2%,2%,·
COc1ccc(CCNC(=O)C2CC(c3ccccc3C(F)(F)F)=NO2)cc1 (stereo not drawn),4%,-3,·,6,?,-3%,0%,1%,1%,0%,-2%
CCOC(=O)C(/C(N)=N/C(=O)Nc1ccccc1)=C(\C)O,-2%,-7,-15%,5,4%,7%,9%,-19%,-1%,-2%,-5%
COc1cccc(/C=C/C(=O)c2ccc[nH]2)c1,0%,3,13%,-17,-3%,?,-8%,·,-1%,-5%,-14%
CCOc1ccc(NC(=O)CN(C)C(=O)CCC2CCCCC2)cc1OCC,·,-19,·,-8,-8%,·,-24%,6%,2%,-5%,·
C/C(CC(=O)Nc1cccc2c1CCCC2)=N\NC(=O)COc1ccccc1,0%,7,-14%,-2,25%,?,4%,0%,6%,1%,-4%
Cc1cccc(N2CCN(C(=O)CNC(=O)c3ccccc3)CC2)c1C,0%,-8,·,-9,15%,5%,9%,-13%,6%,1%,·
CCN1CCN(C(=O)c2cn(CC)c3ccc(S(=O)(=O)N(C)C)cc3c2=O)CC1,-3%,12,2%,-5,3%,-15%,-3%,?,1%,-2%,-3%
COc1ccc(NC(=O)CCC(=O)N2CCOCC2)c([N+](=O)[O-])c1,-4%,-1,·,-14,-2%,?,-1%,-6%,-2%,0%,-2%
CCOc1ccc(OCC)c(NC(=O)CN2CCN(CC)CC2)c1,0%,1,0%,20,-4%,0%,2%,11%,1%,13%,-4%
O=C(CNS(=O)(=O)c1ccc(F)cc1)N1CCOCC1,5%,15,14%,-3,1%,-6%,9%,-10%,3%,1%,·
CCOC(=O)C1=C(C)c2ccccc2N(C(=O)OC)C1(C)C(=O)OCC (stereo not drawn),·,-18,-4%[94.6 µM],0,·,·,-1%,18µM*,-2%,-1%,·
O=C(c1ccc(N2CCN(C(=O)c3ccccc3Br)CC2)cc1)c1cccc(F)c1,-6%,-3,·,17,1%,2%,4%,-5%,-3%,4%,7%
O=C(O)COc1ccccc1/C=N/NC(=O)c1cc(-c2ccc(Cl)cc2)nc2ccccc12,0%,-1,·,3,9%,2%,-7%,8%,20%,5%,-1%
O=S(=O)(c1ccc(Cl)s1)N1CCC(Cc2ccccc2)CC1,1%,-16,5%,-5,-9%,-11%,25%,13%,-2%,-2%,-14%
Cn1c(SCCOc2ccccc2F)nc2ccccc2c1=O,-2%,-18,-10%,-5,1%,7%,5%,22%,-9%,-4%,-7%
Cc1ccc(NS(=O)(=O)c2c(C)[nH]c(C)c2C(=O)N2CCCCC2)c(Br)c1,-1%,-1,20%,-11,1%,3%,-2%,0%,1%,0%,·
COc1ccc(-c2c(C(F)(F)F)nn(C)c2NC(=O)CSCC(=O)O)cc1,·,-1,·,-4,-5%,-2%,5%,0%,3%,2%,-1%
CC(OC(=O)c1cccc(Cl)c1)C(=O)NC1CCCCC1C (stereo not drawn),-2%,0,·,10,3%,-2%,4%,0%,-1%,0%,5%
CCN1/C(=C2\C(=O)N(C)C(=S)N2C)C=Cc2cc(C)ccc21,9%,0,8%,-15,-6%,?,-8%,?,-1%,3%,-32%
O=C(CN1C(=O)NC2(CCCC2)C1=O)Nc1nc2ccc(F)cc2s1,·,-10,·,8,5%,·,-9%,0%,5%,0%,·
COc1ccc(OC)c(CCNC(=O)c2sc3nc4n(c(=O)c3c2C)CCC4)c1,-6%,2,·,-11,3%,?,-3%,-9%,-1%,3%,·
O=C(c1ccc(S(=O)(=O)N2CCCCCC2)cc1)N1CCN(c2ccccc2)CC1,0%,7,?,1,-4%,-1%,-1%,7%,2%,0%,1%
C=CCn1c(SCC(=O)c2ccccc2)nnc1-c1ccc2c(c1)OCO2,-4%,4,1%,-7,5%,-4%,18%,?,2%,6%,-5%
CC(=O)c1sc(N/N=C/c2ccc(C(C)C)cc2)nc1C,9%,-4,?,-5,6%,5%,-3%,8%,·,1%,6%
O=C1CCCc2c1cc(C(=O)NC1CCSC1=O)c(=O)n2-c1ccccc1 (stereo not drawn),1%,·,2%,0,-3%,4%,-24%,-10%,3%,-6%,-20%
COC(=O)c1ccc(S(=O)(=O)N2CCc3ccccc32)cc1,-5%,-2,23%,-8,1%,0%,-8%,-3%,0%,-2%,2%[11.5 µM]

# This is a subset; the hit share may differ from the screen's.
